Screening results from PubChem.
miR-122 sensor – miR-122 inhibition in Huh7 cells | Huh7 miR-122 Renilla luciferase sensor, 48 h; neutral wells = 0, positive control = 100 | actives 0.3% (n = 340,000) | activation (reporter increase), % at 12.5 µM;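 active = mean replicate activation score at least 90 and every replicate individually at or above 90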;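 note: higher luciferase means less miR-122 activity so hits act as miR-122 inhibitors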
F508del corr – correctors of CFTR F508del function in bronchial epithelial cells. CFBE cells, YFP halide quenching; stimulated with forskolin plus potentiator P3; % fluorescence drop versus neutral controls. activity (quench increase), % at 7.58 µM. actives 0.36% (n = 350,000). AID 720511;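 active = mean added fluorescence quench of at least 8% versus neutral control, with both replicates also reaching 8%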;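 note: cells transiently co-express mutant CFTR-F508del with the halide-sensitive YFP; corrector assay measuring rescue of mutant channel to the surface after 24 h compound exposure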
PGC1a acetyl inh – lowers PGC1a acetylation signal in U2OS cells | AlphaScreen anti-acetyl-lysine; with virally co-expressed GCN5 acetyltransferase | inhibition, % at 15.6 µM | actives 0.17% (n = 350,000);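 active = every replicate shows inhibition of at least 40%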;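 note: 0% = neutral control wells and 100% = positive control wells; some results beyond the cut were filed as inactive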
Statin myotox sup – protects C2C12 myotubes from simvastatin toxicity; AID 602340; rescue of ATP level, % at 7.49 µM; actives 0.78% (n = 330,000); ATP luminescence, 48 h; scaled: DMSO 0, geranylgeraniol control 100;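 active = mean ATP rescue above about 67%, or every replicate alone reaching that limit, limit read from the data, passing the limit was not always enough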;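 note: myotubes were challenged with 10 µM simvastatin during compound exposure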
GSIS activator – GLuc luminescence reporter in INS-1E cells, primary screen for activators of glucose-dependent secretion of insulin; AID 743287; activation, % at 16.6 µM; INS-1E GLuc reporter insulin secretion, 2-3 h; actives 0.61% (n = 370,000);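 active = lowest replicate activation of at least 40%, so every replicate reaches that level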;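 note: 0% = median of neutral control wells and 100% = median of IBMX positive control wells; some compounds called inactive have numbers as strong as hits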
FN deposition inh – fibronectin deposition inhibition; AH1F fibroblasts, Alexa488-fibronectin deposition fluorescence, overnight; inhibition, % at 12.6 µM; actives 0.086% (n = 350,000);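 active = mean inhibition across replicates of 30% or more, regardless of how many single replicates reach that level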;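 note: positive control wells lacked labelled fibronectin entirely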
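Material: AH1F fibroblast monolayer depositing Alexa488-labelled fibronectin into matrix | Input: 10000 AH1F cells/well | Medium: DMEM plus 2% serum, read in PBS | Reagent: Alexa488-fibronectin, 24 nM final in well | Compound dosing: One dose per compound, pinned | Schedule: 1 h adhesion, overnight exposure | Measured by: Fluorescence at 485 nm excitation, 525 nm emission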
Cneo AK release – Cryptococcus neoformans lysis via adenylate kinase release; actives 0.2% (n = 360,000); lysis activity, % at 15 µM; C. neoformans lysis, adenylate kinase release luminescence, 4 h; normalised: neutral wells 0, clomiphene wells 100;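 active = mean lysis activity across replicates of at least 80%, whatever share of replicates individually reach that level; inactive = mean lysis activity below 80%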
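Assay system: Cryptococcus neoformans yeast cells / Dosing: single-point compound dose / Timing: 4 h at 37 °C static, read 1 h later / Measured by: luminescence of released adenylate kinase using an AK detection reagent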
PglD DTNB – blocks C. jejuni PglD acetyltransferase activity | purified PglD enzyme, DTNB colorimetric CoA detection | inhibition, % at 12.5 µM | actives 0.098% (n = 360,000) | AID 602405; in the data active = inhibition above about 16%, passing the limit was not always enough; note: strong numbers were not always called active
Numbers without * were called inactive; [ ] = another dose, or the depositor's remark. Outcome played no part in choosing rows; any-hit rate near 2.1%.

CC(=O)N[C@@H]1CC[C@H](CC(=O)NCC2CCCCC2)O[C@@H]1CO was read as F508del corr -0.4, PGC1a acetyl inh 6.6, Statin myotox sup 0.4, GSIS activator 13.3, FN deposition inh 9.9, Cneo AK release 3.1 and PglD DTNB -3.5.
CCOC(=O)C1CCN(C(=O)C(=O)N2CCC(C(=O)OCC)CC2)CC1 was read as miR-122 sensor -0.1, PGC1a acetyl inh -5.6, Statin myotox sup 7.1, Cneo AK release 4.8 and PglD DTNB -1.2.
For Cc1ccnc(Nc2nc(-c3ccc(O)c(O)c3)cs2)c1 the results were miR-122 sensor -25.6, F508del corr 1.1, PGC1a acetyl inh 26.9, Statin myotox sup -5.7, GSIS activator -12.1, FN deposition inh 12.0, Cneo AK release -7.2 and PglD DTNB 7.1.
`CCOC(=O)c1ccc(NC(=O)N2CCCCCC2)cc1` gave F508del corr -0.8, Statin myotox sup -5.3, GSIS activator -8.1, FN deposition inh 2.5, Cneo AK release -9.9 and PglD DTNB 3.9.
Oc1ccccc1C=NCCN1CCN(CCN=Cc2ccccc2O)C1c1ccccc1O (stereo unspecified) was read as F508del corr 1.0, PGC1a acetyl inh 9.0, Statin myotox sup -12.5, GSIS activator -1.4, Cneo AK release 1.0 and PglD DTNB 0.7.
`CCNC(=O)C[C@@H]1CC[C@H]2[C@@H](COC[C@H](O)CN2C(=O)C2CCCC2)O1` gave miR-122 sensor -0.4[16.7 µM], F508del corr -3.9, PGC1a acetyl inh 7.7, Statin myotox sup -0.5, GSIS activator 6.4, FN deposition inh -9.9, Cneo AK release 1.3 and PglD DTNB -3.5.
For COc1ccccc1CNS(=O)(=O)c1ccc2c(c1)CC(=O)N2C the results were miR-122 sensor 8.3, F508del corr 0.4, PGC1a acetyl inh -11.6, Statin myotox sup -9.8, GSIS activator -5.3, FN deposition inh 4.1, Cneo AK release 2.2 and PglD DTNB -2.1.
Screening CC(C)c1cn(CC[C@@H]2CC[C@H](NC(=O)C3CCC3)[C@H](CO)O2)nn1 returned F508del corr -3.1, PGC1a acetyl inh 3.9, Statin myotox sup 1.3, GSIS activator -2.8, Cneo AK release -2.0 and PglD DTNB 16.4.
Screening COC(=O)c1ccccc1OCCOc1ccccc1C(=O)OC returned miR-122 sensor 1.2, PGC1a acetyl inh -3.8, Statin myotox sup 1.0, FN deposition inh 0.1, Cneo AK release 0.0 and PglD DTNB 1.9.
For CC1(C)CC(=O)C2=C(C1)NC(=O)NC2c1ccc([N+](=O)[O-])cc1 (stereo unspecified) the results were miR-122 sensor -2.2, F508del corr 3.6, PGC1a acetyl inh 2.0, Statin myotox sup 2.3, GSIS activator 8.8 and FN deposition inh 5.3.
`O=C(CCC1CCN(Cc2ccc(C#CCCO)cc2)CC1)NC1CC1` gave F508del corr 2.6, Statin myotox sup 14.9, GSIS activator 0.6, FN deposition inh 5.8, Cneo AK release -0.8 and PglD DTNB -2.6.
Cc1oc(C(C)(C)C)cc1C(N)=O was read as F508del corr 1.9, PGC1a acetyl inh -3.3, Statin myotox sup 5.6, GSIS activator 1.5, FN deposition inh 6.8, Cneo AK release 0.9 and PglD DTNB -1.7.
`CS(=O)(=O)Nc1ccc2c(c1)[C@H]1C[C@H](CC(=O)O)O[C@H](CO)[C@H]1O2` gave F508del corr -2.2, PGC1a acetyl inh -4.2, GSIS activator 5.4 and FN deposition inh -6.7.
For COc1cccc(S(=O)(=O)N[C@@H]2CC[C@@H](CCn3cc(-c4ccc(F)cc4)nn3)O[C@@H]2CO)c1 the results were F508del corr -2.5, PGC1a acetyl inh -1.9, Statin myotox sup 2.9, GSIS activator -8.4, FN deposition inh -8.4, Cneo AK release -4.9 and PglD DTNB -4.5.
Screening CCOc1cc(/C=N\NC(=O)OC(C)(C)C)ccc1OC(=O)c1ccco1 returned F508del corr -4.7, PGC1a acetyl inh 4.4, GSIS activator 0.4 and FN deposition inh -15.4.
`C[C@@H](NC(=O)C[C@@H]1CC[C@@H](NS(=O)(=O)c2cccc(F)c2)[C@H](CO)O1)c1ccccc1` gave F508del corr -4.4, PGC1a acetyl inh 1.4, Statin myotox sup -5.5, GSIS activator 0.5, FN deposition inh -0.7, Cneo AK release -2.2 and PglD DTNB 1.6.
Screening CC1(c2nnc(-c3ccncc3)o2)CC(c2ccc(F)cc2)=NO1 (stereo unspecified) returned miR-122 sensor -15.3, F508del corr -1.6, Statin myotox sup 7.1, GSIS activator -5.1, FN deposition inh 12.8, Cneo AK release -2.5 and PglD DTNB -2.1.
O=C(C1CCCN(S(=O)(=O)Cc2ccccc2)C1)N1CCc2ccccc21 (stereo unspecified) was read as miR-122 sensor 1.8, PGC1a acetyl inh -3.7, Statin myotox sup -11.1, FN deposition inh 3.4, Cneo AK release 0.4 and PglD DTNB -5.5.
Cc1ccc(C(=O)Nc2ncn[nH]2)cc1 was read as miR-122 sensor -2.6, F508del corr -3.6, PGC1a acetyl inh 10.9, Statin myotox sup 8.5, GSIS activator 0.1, FN deposition inh 2.6, Cneo AK release 1.7 and PglD DTNB -3.5.
`C[C@H](CO)N1C[C@H](C)[C@@H](CN(C)C)Oc2ccc(NC(=O)Cc3cn(C)c4ccccc34)cc2C1=O` gave miR-122 sensor 1.3[16.7 µM], F508del corr -1.4, PGC1a acetyl inh -9.0, Statin myotox sup 8.4, GSIS activator 4.6, Cneo AK release 3.4 and PglD DTNB -1.2.
Screening CC(C)NC(=O)N1[C@@H](CO)[C@H](c2ccccc2)[C@@H]1CNC(=O)CN(C)C returned miR-122 sensor 14.3[16.7 µM], F508del corr -2.1, PGC1a acetyl inh -5.0, Statin myotox sup 4.5, GSIS activator 13.0, FN deposition inh 15.9, Cneo AK release -2.5 and PglD DTNB 2.4.
Screening Cc1ccc(N2CC(C(=O)N3CCOCC3)CC2=O)cc1Cl (stereo unspecified) returned F508del corr 2.3, Statin myotox sup 2.1, GSIS activator -7.3, FN deposition inh 9.6, Cneo AK release -0.1 and PglD DTNB -7.6.
For CC1(C)CC2(CCO1)N1CC3(C)CN2CC(C)(C1)C3O (stereo unspecified) the results were miR-122 sensor 6.6, PGC1a acetyl inh 3.5, Statin myotox sup 1.2, Cneo AK release 1.3 and PglD DTNB -2.5.
Screening C[C@H](O)C#Cc1cnc2c(c1)C(=O)N([C@H](C)CO)C[C@H](C)[C@H](CN(C)CC1CC1)O2 returned miR-122 sensor -3.4[16.7 µM], F508del corr 1.1, PGC1a acetyl inh 4.9, Statin myotox sup 3.0, GSIS activator 26.7 and FN deposition inh 6.4.
CCCN1C[C@@H](C)[C@H](OC)CN(C)C(=O)c2ccc(NS(C)(=O)=O)cc2OC[C@@H]1C was read as miR-122 sensor 0.7[16.7 µM], Statin myotox sup -12.4, GSIS activator 16.3, FN deposition inh 8.2, Cneo AK release 40.5 and PglD DTNB 13.9.
`Cc1noc(C)c1NC(=O)N[C@H]1C=C[C@@H](CC(=O)NCCCN(C)C)O[C@H]1CO` gave F508del corr 1.3, PGC1a acetyl inh -7.8, Statin myotox sup 1.3, GSIS activator 7.8, FN deposition inh 3.2, Cneo AK release -1.8 and PglD DTNB 2.9.
Screening CC(C)n1cc(CN2CCC(n3nccc3NC(=O)C3CCCC3)CC2)cn1 returned F508del corr 0.2, GSIS activator 15.0, FN deposition inh -1.7, Cneo AK release -0.9 and PglD DTNB -4.2.
For C[C@H](CO)N1C[C@H](C)[C@@H](CN(C)S(=O)(=O)c2cn(C)cn2)Oc2ccc(NC(=O)C3CCCCC3)cc2CC1=O the results were miR-122 sensor -1.6[16.7 µM], F508del corr -1.1, PGC1a acetyl inh 1.2, Statin myotox sup -14.4, GSIS activator 10.0, Cneo AK release 0.0 and PglD DTNB -3.7.
For FC(F)Oc1ccccc1/C=N/Nc1nc2ccccc2o1 the results were miR-122 sensor 1.9, F508del corr -1.8, Statin myotox sup 40.7, GSIS activator 2.0, FN deposition inh -7.7, Cneo AK release 20.7 and PglD DTNB -6.3.
`OCCNc1nc2nonc2nc1NCCO` gave miR-122 sensor 6.2, F508del corr 1.1, PGC1a acetyl inh -5.2, Statin myotox sup -8.9, GSIS activator 4.2 and FN deposition inh 4.7.
Screening C[C@H](CO)N1C[C@H](C)[C@H](CN(C)C(=O)Nc2ccc(-c3ccccc3)cc2)OCc2ccccc2-c2c(n(C)c3ccccc23)C1=O returned F508del corr 6.4, PGC1a acetyl inh 29.9, GSIS activator 27.2 and FN deposition inh -2.2.
Screening CC(C)NC(=O)N[C@H]1C=C[C@H](CC(=O)NC2Cc3ccccc3C2)O[C@@H]1CO returned F508del corr 2.0, PGC1a acetyl inh -8.3, Statin myotox sup 7.1, GSIS activator -7.5, FN deposition inh 1.7, Cneo AK release 2.2 and PglD DTNB -2.1.
For O=C(CCc1ccccc1)NC(=S)Nc1cccc(Br)c1 the results were miR-122 sensor -2.2, PGC1a acetyl inh -0.3, Statin myotox sup -85.5, GSIS activator -15.3, Cneo AK release 15.7 and PglD DTNB -2.7.
`CC(C)c1[nH]nc2c1C(c1cccnc1)C(C#N)=C(N)O2` (stereo unspecified) gave miR-122 sensor 3.2, Statin myotox sup 20.3, Cneo AK release -0.1 and PglD DTNB 5.5.
CC(C)CC#Cc1cnc2c(c1)C(=O)N([C@H](C)CO)C[C@H](C)[C@H](CN(C)C(=O)c1cnccn1)O2 was read as miR-122 sensor 5.5[16.7 µM], F508del corr -2.5, PGC1a acetyl inh 1.6, Statin myotox sup -1.3, GSIS activator 6.3, FN deposition inh 1.6, Cneo AK release 1.6 and PglD DTNB -5.1.
`COc1cccc(C(=O)N2[C@H](COCc3ccccc3)C=CS2(=O)=O)c1` gave miR-122 sensor 1.7, F508del corr 0.8, PGC1a acetyl inh -0.7, Statin myotox sup -5.1, GSIS activator 19.7, FN deposition inh 1.3, Cneo AK release -1.7 and PglD DTNB 0.1.
`CCN(C(=O)c1ccc(NC(C)=O)cc1)c1ccccc1` gave miR-122 sensor -0.3, PGC1a acetyl inh 1.6, Statin myotox sup -44.8 and GSIS activator -10.6.
For O=C(CCC(=O)c1ccccc1)Nc1ccccc1 the results were miR-122 sensor 4.0, F508del corr -2.1, PGC1a acetyl inh 4.9, GSIS activator 9.8, FN deposition inh 3.4, Cneo AK release 9.3 and PglD DTNB 2.8.
For COc1ccc(S(=O)(=O)Nc2cccc3c2O[C@@H](CN(C)C(=O)Nc2ccccc2)[C@H](C)CN([C@H](C)CO)C3=O)cc1 the results were miR-122 sensor -2.3[16.7 µM], F508del corr -0.8, PGC1a acetyl inh 2.6, Statin myotox sup 3.5, GSIS activator 8.0, Cneo AK release -2.8 and PglD DTNB -0.2.
O=C(C[C@@H]1C[C@@H]2c3cc(NS(=O)(=O)c4ccc(F)cc4)ccc3O[C@@H]2[C@H](CO)O1)NC1CCCCC1 was read as miR-122 sensor -4.4[16.7 µM], F508del corr 0.2, PGC1a acetyl inh 3.0, Statin myotox sup 1.8, GSIS activator 15.1, Cneo AK release -3.3 and PglD DTNB 0.5.
For CCOC(=O)Cc1c(C)[nH]n(-c2ccccc2)c1=O the results were miR-122 sensor -1.5, F508del corr -1.5, PGC1a acetyl inh 14.7, Statin myotox sup -6.4, FN deposition inh 4.2, Cneo AK release -1.8 and PglD DTNB 1.3.

2 compounds picked at random from those above:
Screening CC1(c2nnc(-c3ccncc3)o2)CC(c2ccc(F)cc2)=NO1 (stereo unspecified) returned miR-122 sensor -15.3, F508del corr -1.6, Statin myotox sup 7.1, GSIS activator -5.1, FN deposition inh 12.8, Cneo AK release -2.5 and PglD DTNB -2.1.
For CCOC(=O)Cc1c(C)[nH]n(-c2ccccc2)c1=O the results were miR-122 sensor -1.5, F508del corr -1.5, PGC1a acetyl inh 14.7, Statin myotox sup -6.4, FN deposition inh 4.2, Cneo AK release -1.8 and PglD DTNB 1.3.
